DNMT1 block: blocks human DNA methyltransferase DNMT1. AID 588458. P26358. inhibition (reported as % activation of signal), % at 10 µM. DNMT1 molecular beacon, Hinp1I cleavage, fluorescence. hit rate 0.83% among 360,000; in the data active means inhibition above about 50%
Target sequence (P26358 504-1616 limits assumed): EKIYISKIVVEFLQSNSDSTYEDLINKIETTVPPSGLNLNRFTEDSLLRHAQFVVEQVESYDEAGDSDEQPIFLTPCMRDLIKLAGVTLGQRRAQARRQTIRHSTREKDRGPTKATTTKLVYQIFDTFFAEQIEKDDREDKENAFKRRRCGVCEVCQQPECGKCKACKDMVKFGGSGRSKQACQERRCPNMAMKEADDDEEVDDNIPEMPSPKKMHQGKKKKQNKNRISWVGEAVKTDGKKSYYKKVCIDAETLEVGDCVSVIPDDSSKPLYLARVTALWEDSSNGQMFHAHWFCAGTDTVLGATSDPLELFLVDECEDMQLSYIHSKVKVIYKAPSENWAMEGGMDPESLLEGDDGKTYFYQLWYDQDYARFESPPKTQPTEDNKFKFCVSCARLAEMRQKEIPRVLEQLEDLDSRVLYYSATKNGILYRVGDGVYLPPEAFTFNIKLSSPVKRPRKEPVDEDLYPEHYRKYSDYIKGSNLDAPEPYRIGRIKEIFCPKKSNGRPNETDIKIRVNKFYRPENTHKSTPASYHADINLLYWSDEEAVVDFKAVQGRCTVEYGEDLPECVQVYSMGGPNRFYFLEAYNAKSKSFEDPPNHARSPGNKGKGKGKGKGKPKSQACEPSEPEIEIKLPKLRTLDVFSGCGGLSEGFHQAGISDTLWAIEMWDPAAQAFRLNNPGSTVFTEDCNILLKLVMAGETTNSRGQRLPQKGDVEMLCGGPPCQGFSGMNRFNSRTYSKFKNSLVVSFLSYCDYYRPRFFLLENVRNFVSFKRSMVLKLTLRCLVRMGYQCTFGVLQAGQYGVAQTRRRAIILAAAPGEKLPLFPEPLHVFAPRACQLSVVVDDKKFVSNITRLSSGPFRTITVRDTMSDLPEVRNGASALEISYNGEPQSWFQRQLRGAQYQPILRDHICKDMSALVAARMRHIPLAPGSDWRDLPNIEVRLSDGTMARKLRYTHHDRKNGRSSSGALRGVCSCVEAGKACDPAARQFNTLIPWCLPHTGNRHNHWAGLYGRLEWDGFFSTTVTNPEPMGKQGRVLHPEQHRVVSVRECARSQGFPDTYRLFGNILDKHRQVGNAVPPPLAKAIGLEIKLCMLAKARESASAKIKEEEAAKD
Rpn11 inh: inhibitors of human proteasome Rpn11 | AID 588493 | hit rate 0.59% among 360,000 | human 26S proteasome, Ub4-pepOG fluorescence polarization; 20S core pre-blocked with epoxomicin | O00487 | calls only at 20 µM;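 active means inhibition at 20 µM, scaled to each plate's controls, above about 33%, limit read from the data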
Scp1 inh: blocks human Scp-1 phosphatase activity. Q9GZU7. Recombinant Scp1, phosphopeptide, malachite green phosphate absorbance. inhibition, % at 20 µM. hit rate 0.88% among 340,000. AID 493091;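 active means inhibition above about 50% at 20 µM, limit read from the data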;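 further: plate controls were DMSO wells with enzyme for no effect and wells lacking enzyme for full effect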
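Material – SCP-1 phosphatase catalytic domain, residues 76-261 · Buffer or medium – Acidic Tris acetate buffer with magnesium and detergent · Also added – Phospho 17-mer peptide substrate · Compound – single 20 µM dose, 1% DMSO · Times – 45 min room-temperature reaction, 5 min colour, 30 min stabiliser · Technique – Phosphate-binding colour reagent, absorbance read at 630 nm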
CSN inh: CSN deneddylation inhibition; Q92905; Purified CSN, SCF-Nedd8-OG deneddylation, fluorescence polarization; AID 651999; inhibition, % at 12.5 µM; hit rate 0.38% among 360,000;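 active means pattern-corrected inhibition above about 35%, with an unprinted fluorescence ratio check between 0.5 and 1.5, limit read from the data, passing the limit was not always enough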;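 further: 0% = enzyme with substrate and 100% = substrate without enzyme; some results filed as inactive read as strong as hits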
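Assay system: HEK293T-derived human Csn5 enzyme; quantity: 0.24 nM enzyme; medium: Tris/NaCl/DTT buffer, pH 7.5; also added: substrate SCFSkp2-Nedd8OG, 10 nM; doses: 12.5 µM compound; schedule: 90 min reaction at room temperature; signal: FP; read-out: % inhibition of substrate cleavage by Csn5; benchmarks: substrate-only high control, full reaction low control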
Neddyl block: blocks human cullin neddylation; P61081+Q13564; TR-FRET cullin neddylation, biochemical; calls only at 25 µM; hit rate 0.58% among 360,000; in the data active means inhibition above about 36%
Rin1 Abl inh: blocks binding of human Rin1 to Abl; TR-FRET Rin1/Abl binding, biochemical; inhibition, % at 7.35 µM; hit rate 0.4% among 360,000; AID 588664; in the data active means inhibition above about 5%, passing the limit was not always enough
SUMO1-SIM PPI: SUMO1-SIM interaction modulation; P63165; SUMO1 binding to a labelled peptide, TR-FRET, 1 h; inhibition, % at 20 µM; hit rate 0.33% among 360,000; in the data active means inhibition above about 37%
LMPTP block: LMPTP (human) inhibition | P24666 | recombinant LMPTP-A, OMFP fluorogenic substrate, fluorescence intensity | hit rate 0.22% among 360,000 | inhibition, % at 20 µM;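 active means compounds that cut the enzyme signal by at least half of the control window in the single-dose screen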;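 further: plate controls were DMSO wells with enzyme plus substrate for no effect and substrate without enzyme for full effect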
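test system = LMPTP-A | amount = 0.625 nM LMPTP-A final | reagent = fluorogenic phosphatase substrate OMFP at 400 µM final | incubation = 50 min at room temperature | benchmarks = no-enzyme low control, uninhibited high control | medium = Bis-Tris pH 6.0, DTT, detergent | signal = fluorescence intensity of OMFP turnover product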
STEP inh: STEP (human) phosphatase inhibition; hit rate 0.25% among 360,000; recombinant STEP, OMFP fluorogenic substrate, fluorescence; inhibition, % at 20 µM;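 active means inhibition at 20 µM, scaled per plate between control wells, above about 37%, limit read from the data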;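 further: 0% = DMSO with enzyme and substrate and 100% = substrate only without enzyme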
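Test system: STEP tyrosine phosphatase / Reagent: OMFP at 25 µM / Doses: 20 µM, 1% DMSO / Read-out: percent inhibition scaled to no-enzyme and uninhibited-enzyme controls, plate-pattern corrected / Detection: FITC-channel fluorescence of OMFP product / Medium: Bis-Tris buffer pH 6.0, 2.5 mM DTT, 0.005% Tween 20 / Schedule: 20 min at room temperature, dark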
NadD inh: blocks S. aureus nicotinate mononucleotide adenylyltransferase; purified NadD enzyme, colorimetric absorbance read-out; inhibition, % at 20 µM; hit rate 0.78% among 360,000; in the data active means inhibition above about 26%; further: some compounds past the cut are filed as inactive
The depositor's hits bear a star.

What do the screens show for `O=C1c2ccccc2NC(c2cnc3ccccc3n2)N1O` (centres undefined)?
DNMT1 block: 2.1; Rpn11 inh: inactive; Scp1 inh: -5.7; CSN inh: -2.9; Neddyl block: inactive; Rin1 Abl inh: 1.8; SUMO1-SIM PPI: -19.0; LMPTP block: -1.8; STEP inh: 10.5; NadD inh: -5.5

Results for Cc1ccc(N(C(C)C(=O)NCc2ccncc2)S(C)(=O)=O)cc1C (centres undefined) ?
DNMT1 block: 0.3; Rpn11 inh: inactive; Scp1 inh: 1.2; CSN inh: 0.3; Neddyl block: inactive; Rin1 Abl inh: 4.2; SUMO1-SIM PPI: 1.1; LMPTP block: -1.1; STEP inh: 0.7; NadD inh: -1.7

What do the screens show for `CCCN1C(C)C(C(=O)OCC)=CN(Cc2ccc(Br)cc2)S1(=O)=O` (centres undefined)?
DNMT1 block: 10.3; Rpn11 inh: inactive; Scp1 inh: -11.8; CSN inh: 0.4; Neddyl block: inactive; Rin1 Abl inh: -1.8; SUMO1-SIM PPI: 4.2; LMPTP block: 3.2; STEP inh: 1.4; NadD inh: 0.2

What do the screens show for `O=C(c1ccccc1)c1c[nH]c(C(=O)NCCCn2ccnc2)c1`?
DNMT1 block: 0.3; Rpn11 inh: inactive; Scp1 inh: -5.9; CSN inh: 4.3; Neddyl block: inactive; Rin1 Abl inh: 1.0; SUMO1-SIM PPI: 14.4; LMPTP block: -1.0; STEP inh: -0.9; NadD inh: -0.6

How did COc1ccccc1C1(CCNS(=O)(=O)c2ccc(C)cc2)CCOC(C(C)C)C1 (centres undefined) do in these assays?
DNMT1 block: -3.3; Rpn11 inh: inactive; Scp1 inh: -5.5; CSN inh: 4.1; Neddyl block: inactive; Rin1 Abl inh: 1.0; SUMO1-SIM PPI: 2.0; LMPTP block: 2.7; STEP inh: 2.7; NadD inh: -2.9

Results for Cc1ccc(CSCC(=O)Nc2cc(S(=O)(=O)N3CCOCC3)ccc2OCC(F)(F)F)cc1 ?
DNMT1 block: -1.1; Rpn11 inh: inactive; Scp1 inh: -6.8; CSN inh: -3.9; Neddyl block: inactive; Rin1 Abl inh: 2.2; SUMO1-SIM PPI: -7.3; LMPTP block: -4.8; STEP inh: -2.2; NadD inh: -2.6

What do the screens show for `CCN(CC)CCNC(=O)Cn1nc(Cc2cccnc2)c2ccccc2c1=O`?
DNMT1 block: -1.1; Rpn11 inh: inactive; Scp1 inh: -1.2; CSN inh: 0.0; Neddyl block: inactive; Rin1 Abl inh: 2.3; SUMO1-SIM PPI: -0.5; LMPTP block: 0.2; STEP inh: -1.0; NadD inh: -6.5

What do the screens show for `O=C1CCC(C(=O)N2CCC(CCO)CC2)CN1Cc1ccc(Cl)cc1` (centres undefined)?
DNMT1 block: 0.3; Rpn11 inh: inactive; Scp1 inh: -4.5; CSN inh: 4.6; Neddyl block: inactive; Rin1 Abl inh: 1.0; SUMO1-SIM PPI: 33.1; LMPTP block: -0.4; STEP inh: 0.5; NadD inh: 1.2

How did Cc1ccc(OCCCC(=O)Nc2cc(S(=O)(=O)N3CCOCC3)ccc2N2CCOCC2)cc1 do in these assays?
DNMT1 block: 1.8; Rpn11 inh: inactive; Scp1 inh: -2.0; CSN inh: -1.5; Neddyl block: inactive; Rin1 Abl inh: 1.9; SUMO1-SIM PPI: 2.3; LMPTP block: 2.6; STEP inh: 3.5; NadD inh: 7.8

How did CC(=O)N1CCc2cc(S(=O)(=O)N3CCCCC3C)ccc21 (centres undefined) do in these assays?
DNMT1 block: 1.5; Rpn11 inh: inactive; Scp1 inh: -6.5; CSN inh: 0.2; Neddyl block: inactive; Rin1 Abl inh: 2.2; SUMO1-SIM PPI: 0.3; LMPTP block: -1.1; STEP inh: -2.5; NadD inh: -2.9

How did Cc1cc(OC(=O)c2ccccc2Cl)ccc1N1C(=O)CCC1=O do in these assays?
DNMT1 block: -0.5; Rpn11 inh: inactive; Scp1 inh: -2.3; CSN inh: -0.2; Neddyl block: inactive; Rin1 Abl inh: 0.6; SUMO1-SIM PPI: -2.8; LMPTP block: -1.0; STEP inh: -4.4; NadD inh: 12.1

What do the screens show for `Cc1ccnc(NC(=S)NC(=O)c2cccs2)c1`?
DNMT1 block: 1.0; Rpn11 inh: inactive; Scp1 inh: 3.7; CSN inh: -6.8; Neddyl block: inactive; Rin1 Abl inh: -2.7; SUMO1-SIM PPI: -3.2; LMPTP block: 0.0; STEP inh: -2.0; NadD inh: -3.1

What do the screens show for `O=C(COC(=O)Cc1ccc(F)cc1)NC(=O)NC1CCCC1`?
DNMT1 block: -0.5; Rpn11 inh: inactive; Scp1 inh: 1.5; CSN inh: -1.0; Neddyl block: inactive; Rin1 Abl inh: 3.4; SUMO1-SIM PPI: 2.1; LMPTP block: 0.4; STEP inh: -4.2; NadD inh: -2.2

What do the screens show for `CC(=O)Nc1cccc2c1C(=O)N(c1ccccc1OC(C)=O)C2=O`?
DNMT1 block: -0.4; Rpn11 inh: inactive; Scp1 inh: 8.3; CSN inh: 0.0; Neddyl block: inactive; Rin1 Abl inh: 2.0; SUMO1-SIM PPI: 35.2; LMPTP block: 0.4; STEP inh: 3.1; NadD inh: -0.5

Results for O=C(c1ccc2c(c1)OCCO2)N1CCN(c2ncc(C(F)(F)F)cc2Cl)CC1 ?
DNMT1 block: 0.8; Rpn11 inh: inactive; Scp1 inh: -6.2; CSN inh: -0.1; Neddyl block: inactive; Rin1 Abl inh: -3.9; SUMO1-SIM PPI: -0.5; LMPTP block: 1.8; STEP inh: 2.4; NadD inh: 0.6

Results for Cc1noc(C)c1NC(=O)N(C)C[C@H]1Oc2ccc(NC(=O)CCC(F)(F)F)cc2C(=O)N([C@H](C)CO)C[C@@H]1C ?
DNMT1 block: 8.3; Rpn11 inh: inactive; Scp1 inh: 5.2; CSN inh: -4.4; Neddyl block: inactive; Rin1 Abl inh: 4.3; SUMO1-SIM PPI: 1.5; LMPTP block: -0.3; STEP inh: 2.4; NadD inh: -3.8

What do the screens show for `Cc1cccc(NC(=O)Nc2ccncc2)c1`?
DNMT1 block: -1.3; Rpn11 inh: inactive; Scp1 inh: -3.2; CSN inh: 4.9; Neddyl block: inactive; Rin1 Abl inh: -0.7; SUMO1-SIM PPI: -1.0; LMPTP block: 5.0; STEP inh: 0.1; NadD inh: -0.8

What do the screens show for `O=C(Nc1ccccc1C(=O)NC1CCCCC1)c1ccco1`?
DNMT1 block: 0.3; Rpn11 inh: inactive; Scp1 inh: -1.6; CSN inh: 5.1; Neddyl block: inactive; Rin1 Abl inh: 1.0; SUMO1-SIM PPI: 1.6; LMPTP block: -3.1; STEP inh: 3.8; NadD inh: 2.8

What do the screens show for `CCN(Cc1ccccc1)C(=O)C1CCN(C(=O)Nc2ccccc2)CC1`?
DNMT1 block: -0.9; Rpn11 inh: inactive; Scp1 inh: -6.1; CSN inh: -1.3; Neddyl block: inactive; Rin1 Abl inh: 1.2; SUMO1-SIM PPI: -0.3; LMPTP block: -1.1; STEP inh: -1.3; NadD inh: 3.3

How did Cc1ccc2c(CN(C)Cc3ccccc3)cc(=O)oc2c1 do in these assays?
DNMT1 block: 4.3; Rpn11 inh: inactive; CSN inh: 3.5; Neddyl block: inactive; Rin1 Abl inh: -0.8; SUMO1-SIM PPI: -8.2; LMPTP block: -0.2; STEP inh: 0.9; NadD inh: -7.1

4 compounds already listed, sorted by molar mass, lowest first.
What do the screens show for `O=C1c2ccccc2NC(c2cnc3ccccc3n2)N1O` (centres undefined)?
DNMT1 block: 2.1; Rpn11 inh: inactive; Scp1 inh: -5.7; CSN inh: -2.9; Neddyl block: inactive; Rin1 Abl inh: 1.8; SUMO1-SIM PPI: -19.0; LMPTP block: -1.8; STEP inh: 10.5; NadD inh: -5.5

How did Cc1ccc2c(CN(C)Cc3ccccc3)cc(=O)oc2c1 do in these assays?
DNMT1 block: 4.3; Rpn11 inh: inactive; CSN inh: 3.5; Neddyl block: inactive; Rin1 Abl inh: -0.8; SUMO1-SIM PPI: -8.2; LMPTP block: -0.2; STEP inh: 0.9; NadD inh: -7.1

What do the screens show for `O=C(Nc1ccccc1C(=O)NC1CCCCC1)c1ccco1`?
DNMT1 block: 0.3; Rpn11 inh: inactive; Scp1 inh: -1.6; CSN inh: 5.1; Neddyl block: inactive; Rin1 Abl inh: 1.0; SUMO1-SIM PPI: 1.6; LMPTP block: -3.1; STEP inh: 3.8; NadD inh: 2.8

Results for Cc1ccc(CSCC(=O)Nc2cc(S(=O)(=O)N3CCOCC3)ccc2OCC(F)(F)F)cc1 ?
DNMT1 block: -1.1; Rpn11 inh: inactive; Scp1 inh: -6.8; CSN inh: -3.9; Neddyl block: inactive; Rin1 Abl inh: 2.2; SUMO1-SIM PPI: -7.3; LMPTP block: -4.8; STEP inh: -2.2; NadD inh: -2.6

Continuation:
How did CSc1cccc(NC(=O)Nc2ccccc2)c1 do in these assays?
DNMT1 block: 0.2; Rpn11 inh: inactive; Scp1 inh: -5.7; CSN inh: 3.1; Neddyl block: inactive; Rin1 Abl inh: 1.5; SUMO1-SIM PPI: 2.1; LMPTP block: -1.7; STEP inh: 0.8; NadD inh: -9.0

How did CCCCn1c(=O)[nH]c(=O)c2c(C(=O)OCC)cc(-c3cccs3)nc21 do in these assays?
DNMT1 block: 33.1; Rpn11 inh: inactive; Scp1 inh: 0.2; CSN inh: 7.9; Neddyl block: inactive; Rin1 Abl inh: 0.5; SUMO1-SIM PPI: 3.9; LMPTP block: 2.2; STEP inh: 0.4; NadD inh: -12.5

How did NS(=O)(=O)c1cccc(NC(=O)CSc2nc3ccccc3[nH]2)c1 do in these assays?
DNMT1 block: 3.4; Rpn11 inh: inactive; Scp1 inh: -0.8; CSN inh: 5.0; Neddyl block: inactive; Rin1 Abl inh: 2.9; SUMO1-SIM PPI: 0.7; LMPTP block: -1.2; STEP inh: 0.7; NadD inh: -2.7

How did NC(=O)CSc1ccc(S(=O)(=O)N2CCOCC2)cn1 do in these assays?
DNMT1 block: 4.2; Rpn11 inh: inactive; Scp1 inh: -1.4; CSN inh: -4.1; Neddyl block: inactive; Rin1 Abl inh: 1.2; SUMO1-SIM PPI: -3.8; LMPTP block: -0.2; STEP inh: -3.9; NadD inh: -0.1

Bioassay records from PubChem.

Compounds were not picked by outcome; overall some 3.8% were active at least once.
